UHRF1 binding = human UHRF1 methylated DNA binding inhibitors | Q96T88 | UHRF1 binding to methylated oligo, TR-FRET | inhibition, % at 4.4 µM | hit rate 0.75% among 370,000 | AID 687016; in the data active means inhibition above about 21%;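 further: UHRF1 SRA domain binding a hemimethylated CpG hairpin DNA probe; 0% = median of test compound wells and 100% = reference inhibitor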
ASAP1 inh = blocks human ASAP1-stimulated Arf1 GTP hydrolysis | inhibition, % at 16.5 µM | Q9ULH1 | hit rate 0.19% among 360,000 | GDP FP detection; in the data active means inhibition above about 25%;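 further: 0% = vehicle with enzyme and substrate and 100% = no enzyme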
Target sequence (Q9ULH1 325-724 limits assumed): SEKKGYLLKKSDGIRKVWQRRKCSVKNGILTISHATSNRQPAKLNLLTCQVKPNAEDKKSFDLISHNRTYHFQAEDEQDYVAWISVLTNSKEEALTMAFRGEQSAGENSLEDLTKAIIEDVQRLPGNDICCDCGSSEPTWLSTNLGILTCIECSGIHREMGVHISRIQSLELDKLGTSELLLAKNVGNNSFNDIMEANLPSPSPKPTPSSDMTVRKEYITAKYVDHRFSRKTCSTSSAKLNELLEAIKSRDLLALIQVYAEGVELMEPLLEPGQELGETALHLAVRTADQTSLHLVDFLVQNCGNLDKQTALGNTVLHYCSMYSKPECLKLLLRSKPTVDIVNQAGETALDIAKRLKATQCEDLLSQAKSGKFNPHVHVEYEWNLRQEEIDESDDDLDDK
HGIII-sPLA2 inh = Inhibits HGIII-sPLA2 liposome hydrolysis, primary screen | Q9NZ20 | QFRET BODIPY PC-A2 liposome hydrolysis, fluorescence | inhibition, % at 12.2 µM | hit rate 0.56% among 370,000 | AID 743126;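 active means inhibition above mean plus 3 SD of compounds lying within the high and low control bounds, cut at about 19% in these data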;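 further: 0% = median of test compound wells and 100% = no enzyme DMSO wells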
DDE Tn7 FP inh = inhibitors of Tn7 peptide binding to human fibrin DD(E) | P02675 | FP displacement of FITC-Tn7 peptide from fibrin DD(E); 0% = median of compound wells per plate | inhibition, % at 8.3 µM | hit rate 0.13% among 370,000 | AID 720508;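 active means inhibition above the mean of compounds falling within the control limits plus 3 SD of them, cut at about 14% in these data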;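 further: 0% = plate median of compound wells and 100% = 10 µM Aha-Tn7 peptide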
Target sequence (P02675 whole entry, looked up): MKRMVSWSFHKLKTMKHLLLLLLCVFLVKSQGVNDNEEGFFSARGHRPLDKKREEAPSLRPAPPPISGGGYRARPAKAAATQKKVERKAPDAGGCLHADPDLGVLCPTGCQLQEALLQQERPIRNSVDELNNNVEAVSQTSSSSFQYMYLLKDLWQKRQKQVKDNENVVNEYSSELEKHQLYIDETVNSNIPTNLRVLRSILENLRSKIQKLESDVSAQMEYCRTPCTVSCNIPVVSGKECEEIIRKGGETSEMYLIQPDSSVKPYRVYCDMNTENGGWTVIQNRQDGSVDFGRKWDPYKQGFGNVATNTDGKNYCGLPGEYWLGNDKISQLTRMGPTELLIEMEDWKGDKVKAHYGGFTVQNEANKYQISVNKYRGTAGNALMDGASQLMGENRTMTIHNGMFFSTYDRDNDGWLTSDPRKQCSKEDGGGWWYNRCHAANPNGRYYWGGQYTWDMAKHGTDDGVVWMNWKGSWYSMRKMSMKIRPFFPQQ
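Test system: human clot-derived fibrin DD(E) complex / Quantity: 2 µM final DD(E) protein / Incubation: 10 min plus 3 h, room temperature / Measured by: fluorescence polarization / Benchmarks: high control of 10 µM Aha-Tn7 peptide / Replicates: singlicate testing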
ARFGAP1 inh = inhibits rat ARF GTPase activating protein 1; Q62848; Arfgap1-stimulated ARF1 GTP hydrolysis, GDP FP detection; inhibition, % at 16.5 µM; hit rate 0.26% among 360,000; AID 651572;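 active means inhibition above a per-plate limit, mean inhibition of low control wells plus 3 SD, cut at about 25% in these data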;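 further: 0% = DMSO wells with enzyme and 100% = wells lacking Arfgap1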
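Repeats: one replicate per compound; assay system: rat Arfgap1 catalytic domain, aa 1-136; times: enzyme reaction 120 min at 25 °C after 20 min preincubation; detection: FP of antibody-bound GDP Alexa 633 tracer, ex 620/em 688 nm; benchmarks: high control wells lacking Arfgap1, low control full reaction with DMSO; reagent: human ARF1(Δ1-17)-GTP substrate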
Rev-erbA mod = Rev-erb alpha (human) modulation; Rev-erbα–FITC-DNA binding, fluorescence polarization, 90 min; hit rate 0.79% among 370,000; activity, % at 10 µM; P20393;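 active means activity above about 14%, limit read from the data; passing the limit was not always enough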;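 further: 0% = DMSO wells with 35 nM protein and 100% = DMSO wells with 750 nM protein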
KLK7 zymogen act = activates the human kallikrein-7 zymogen | P49862 | purified proKLK7, EDANS-DABCYL substrate fluorescence; 100% is mature enzyme control, 0% vehicle | activation, % at 7 µM | hit rate 0.9% among 370,000 | AID 652039;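 active means activation above the mean of all tested compounds plus 3 SD, computed per campaign excluding outliers beyond control limits, cut at about 13% in these data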
DDE Tn6 FP inh = DD(E)-Tn6 binding inhibition, primary FP screen; AID 720509; hit rate 0.21% among 370,000; inhibition, % at 8.3 µM; P02675; Fibrin DD(E) TRITC-Tn6 fluorescence polarization displacement;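 active means inhibition above a per-campaign cutoff: mean of compounds within control limits plus 3 SD, cut at about 15% in these data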;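 further: 0% = median of all compound wells on the plate and 100% = blocking peptide control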
PLCg1 inh = blocks human PLC-gamma1 enzyme activity; P19174; purified PLC-gamma1, fluorogenic substrate, fluorescence; inhibition, % at 12.2 µM; hit rate 0.84% among 370,000; in the data active means inhibition above about 9.5%
PLCb3 inh = PLC-beta3 (human) inhibition, primary screen; Q01970; Purified PLC-beta3, fluorogenic substrate, fluorescence; inhibition, % at 12.2 µM; hit rate 0.18% among 370,000; AID 720704; in the data active means inhibition above about 11%;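 further: 0% = median of compound wells on plate and 100% = full blocker control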
Active calls of the source: *; nt = no result given. Rows were taken by chance; about 4.5% have a hit in one of these screens.

SMILES	UHRF1 binding	ASAP1 inh	HGIII-sPLA2 inh	DDE Tn7 FP inh	ARFGAP1 inh	Rev-erbA mod	KLK7 zymogen act	DDE Tn6 FP inh	PLCg1 inh	PLCb3 inh
CC1CCCN(CC(O)COc2ccc3c(c2)OCO3)C1 (configuration not stated)	2	-9	8	12	6	1	-0.3	7	1	0
Cc1c(C(=O)NCCN2CCCC(O)C2)oc2c(F)cccc12 (configuration not stated)	0	7	6	0	-3	3	0.1	-8	0	-6
CC(C)CN(CCOc1cccc(N2C(=O)C3=C(CCCC3)C2=O)c1)CC(C)C	3	6	3	2	11	0	0.1	7	2	1
Cc1cc(CN2CCN(CC(=O)Nc3cc(C(F)(F)F)ccc3-n3cncn3)CC2)no1	-2	-3	0	0	-9	-4	0.1	-8	-4	-6
COc1cccc2c1OC1(CCN(C(C)C)CC1)N1N=C(c3cccnc3)CC21 (configuration not stated)	-1	-4	-8	-5	4	0	0.8	-2	-3	-14
Cc1onc(-c2ccccc2)c1C(=O)NC(=S)Nc1sc2c(c1C#N)CCC(C)C2 (configuration not stated)	1	21	-11	-1	6	-6	-0.8	3	-14	-14
COC(=O)CC1=NN(c2ccc(OC)cc2)C(=O)/C1=C\c1ccc(Cl)cc1	-11	4	-3	5	6	4	-0.1	0	0	2
COc1ccccc1CNC(=O)[C@H](C)NC(=O)C1CCN(C(=O)[C@@H](N)Cc2ccccc2)CC1	-2	-3	1	-4	-1	-8	-0.3	11	-1	-1
Cc1oc(C(C)(C)C)cc1C(=O)Nc1cccc(C(=O)O)c1	1	-7	-12	1	-5	1	-0.3	8	-4	2
Cc1cccc(NC(=S)N2CCC(c3nc4ccccc4o3)CC2)c1	2	-3	9	2	2	-2	0.6	3	2	0
O=C(c1ccc(N2CCCCC2)c([N+](=O)[O-])c1)N1CCN(S(=O)(=O)c2ccccc2)CC1	0	8	-2	-7	13	4	-0.2	-4	6	-5
Cc1nc2ccccc2c2oc(C(=O)NCC3COc4ccccc4O3)cc12 (configuration not stated)	1	0	3	3	2	-1	0.2	4	-10	-5

Five compounds out of the list, arranged by number of heavy atoms, descending:
SMILES	UHRF1 binding	ASAP1 inh	HGIII-sPLA2 inh	DDE Tn7 FP inh	ARFGAP1 inh	Rev-erbA mod	KLK7 zymogen act	DDE Tn6 FP inh	PLCg1 inh	PLCb3 inh
COc1cccc2c1OC1(CCN(C(C)C)CC1)N1N=C(c3cccnc3)CC21 (configuration not stated)	-1	-4	-8	-5	4	0	0.8	-2	-3	-14
Cc1nc2ccccc2c2oc(C(=O)NCC3COc4ccccc4O3)cc12 (configuration not stated)	1	0	3	3	2	-1	0.2	4	-10	-5
COC(=O)CC1=NN(c2ccc(OC)cc2)C(=O)/C1=C\c1ccc(Cl)cc1	-11	4	-3	5	6	4	-0.1	0	0	2
Cc1c(C(=O)NCCN2CCCC(O)C2)oc2c(F)cccc12 (configuration not stated)	0	7	6	0	-3	3	0.1	-8	0	-6
CC1CCCN(CC(O)COc2ccc3c(c2)OCO3)C1 (configuration not stated)	2	-9	8	12	6	1	-0.3	7	1	0

(list continues)
SMILES	UHRF1 binding	ASAP1 inh	HGIII-sPLA2 inh	DDE Tn7 FP inh	ARFGAP1 inh	Rev-erbA mod	KLK7 zymogen act	DDE Tn6 FP inh	PLCg1 inh	PLCb3 inh
O=C1c2ccccc2NC(c2cccnc2)N1c1ccccc1F (configuration not stated)	-1	0	3	6	-4	-1	23*	-3	-493	-493
Cc1ccc(C2(C)NC(=O)N(CC(=O)c3ccc(Cl)s3)C2=O)cc1 (configuration not stated)	0	6	-12	-10	-2	2	-1.2	1	1	-2
Clc1ccc(CN2CCN(N=Cc3ccncc3)CC2)cc1	-5	nt	3	-6	nt	7	0.2	1	0	5
N#Cc1nc(-c2ccco2)oc1NCc1ccco1	0	-3	1	0	-3	0	-0.3	-6	-33	-52
CC(O)[C@H]1CN=C(N)N1CC(C)(C)C (some centres not stated)	9	4	8	-5	-8	-3	-0.3	-4	1	2
CCOC(=O)Cc1csc(NC(=O)CN2C(=O)c3ccccc3C2=O)n1	-1	2	3	7	6	1	0.7	2	1	-9
CC(C)N(CCNC(=O)C1CCN(S(=O)(=O)N2CCOCC2)CC1)Cc1ccccc1	5	16	6	3	-11	9	-1.0	0	2	-1
O=C(CSc1ncnc2nc[nH]c12)N1CCN(c2ccccc2)CC1	-1	4	-4	3	9	-4	0.1	4	1	-1
COC(=O)[C@H](Cc1ccccc1)NC(=O)[C@@]1(C)C[C@@H]1[C@@H](NC(=O)OCc1ccccc1)c1ccccc1	-1	17	-11	4	-4	-2	0.2	6	-1	4
COC(=O)CCP(=O)(O)Cc1ccccc1CP(=O)(O)CCC(=O)OC	0	7	2	-2	9	8	0.2	3	1	2
Cc1ccc(Cc2c(-c3ccc(C)cc3)nc3c4ccccc4ccn23)cc1	17	12	2	-11	8	1	-0.8	8	-7	-10
NC1=NC(=O)/C(=C/c2ccccc2OS(=O)(=O)c2ccccc2)S1	-4	-6	-13	-3	12	7	-0.2	0	-1	3

Among those listed so far, these have a Cl atom.
SMILES	UHRF1 binding	ASAP1 inh	HGIII-sPLA2 inh	DDE Tn7 FP inh	ARFGAP1 inh	Rev-erbA mod	KLK7 zymogen act	DDE Tn6 FP inh	PLCg1 inh	PLCb3 inh
COC(=O)CC1=NN(c2ccc(OC)cc2)C(=O)/C1=C\c1ccc(Cl)cc1	-11	4	-3	5	6	4	-0.1	0	0	2
Cc1ccc(C2(C)NC(=O)N(CC(=O)c3ccc(Cl)s3)C2=O)cc1 (configuration not stated)	0	6	-12	-10	-2	2	-1.2	1	1	-2
Clc1ccc(CN2CCN(N=Cc3ccncc3)CC2)cc1	-5	nt	3	-6	nt	7	0.2	1	0	5

Carrying on.
SMILES	UHRF1 binding	ASAP1 inh	HGIII-sPLA2 inh	DDE Tn7 FP inh	ARFGAP1 inh	Rev-erbA mod	KLK7 zymogen act	DDE Tn6 FP inh	PLCg1 inh	PLCb3 inh
O=C1CCCC2=C1C(c1cccs1)n1ncnc1N2 (configuration not stated)	-2	-5	5	1	-10	-7	-2.7	-4	-1	-5
CCOc1ccc(N(CC(=O)N2CCCC2)S(=O)(=O)c2c(C)noc2C)cc1	-1	-8	4	11	-7	-3	-0.2	7	-2	-4
O=C(/C(=N\Nc1ccc(Br)cc1)Sc1nnnn1-c1ccccc1)c1ccccc1	-1	7	5	2	0	2	-0.2	3	2	0
COCCCn1c(SCC(=O)Nc2sc3c(c2C#N)CCCC3)nnc1-c1ccncc1	6	8	5	-6	0	-2	-1.0	-1	-4	-7
COc1cccc(-c2nc(NC3CCCC3)c3ccccc3n2)c1O	-1	4	-31	-6	0	2	0.5	-10	-1	0
Cc1cc(C)c2c(-n3cccc3)c(NC(=O)OC(C)C)sc2n1	7	-6	5	-3	0	0	-0.5	-11	6	-3
Clc1cccc(Cl)c1Cn1nnc(N2CCCC2)n1	-1	-2	2	0	13	-1	0.0	2	0	-5
CCOC(=O)c1c(C)[nH]c(C(=O)COC(=O)C23CC4CC(CC(Cl)(C4)C2)C3)c1C	5	-11	4	0	12	0	0.9	-7	0	-5
COc1cccc(CNC(=O)CN2C(=O)NC(c3ccccc3)(c3ccccc3)C2=O)c1	0	-13	-4	-1	9	-2	-0.4	1	0	-6
CN(CC(=O)Nc1cccc(F)c1)CC(=O)N(C)CC(=O)Nc1ccccc1Br	4	-6	12	-1	-9	2	-0.3	-2	0	-2
CCn1c(COc2ccccc2)nc2ccccc21	0	-11	4	0	-9	2	0.6	0	-1	-1
CCCCOc1[nH]c2nc(-c3ccco3)n(Cc3ccco3)c(=N)c2c1C#N	6	9	-11	3	9	-7	-18	-3	-286	-340
Cc1cccnc1C(NC(=O)C1CCN(Cc2ccc(Cl)c(Cl)c2)CC1)c1ccc(Cl)cc1 (configuration not stated)	-3	-3	-9	-10	2	-1	0.0	2	1	2
Cc1ccc(S(=O)(=O)NC(=O)Cn2nnc(-c3ccccc3)c2COc2ccc3ccccc3c2)cc1	4	-7	-78	5	-10	0	-0.1	-11	-2	-10
c1ccc(Cn2c(SCCN3CCOCC3)nnc2-c2cccnc2)cc1	0	-2	2	3	-8	-2	-0.6	-1	1	6
CCCCc1nc(SCCOC)c2c(=O)n(C)c(=O)n(C)c2n1	4	7	5	-3	-1	5	-0.1	-12	1	-2
FC(F)(F)c1cnc2c(c1)[nH]c(=S)n2-c1ccc(Cl)cc1	-3	2	17	-2	0	0	0.2	1	-2	-9
CC(=O)c1ccc(S(=O)(=O)N2CCN(c3ccnc4cc(Cl)ccc34)CC2)cc1	0	-5	-16	-5	5	2	-0.2	1	-4	-2
Cc1ccc2c(c1)c1nnc(SCC(=O)Nc3cccc(Cl)c3C)nc1n2CC(=O)O	4	0	-2	2	6	1	-0.5	3	1	-6
O=C(NC1CCN(Cc2ccccc2Cl)CC1)c1ccccc1	0	-14	-4	-3	1	1	0.0	4	2	0

Bioassay records (PubChem)
